Source: PubChem BioAssay
DNMT1 inh = human DNMT1 methyltransferase inhibitors, primary screen, biochemical, molecular beacon, fluorescence, HinP1I cleavage, uHTS | DNA (cytosine-5)-methyltransferase 1 (Homo sapiens), P26358 | inhibition (reported as % activation of signal), % at 10 µM | 360,000 compounds, 0.83% hits; in the data active = inhibition above about 50%
STEP block = STEP phosphatase inhibitors, primary screen, biochemical, fluorescence intensity, uHTS | inhibition, % at 20 µM | AID 588621, 2011 | 360,000 compounds, 0.25% hits | Tyrosine-protein phosphatase non-receptor type 5 (Homo sapiens), P54829 | recombinant STEP, OMFP fluorogenic substrate;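 active = inhibition at 20 µM, scaled per plate between control wells, above about 37%, limit read from the data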;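 also: 0% = DMSO with enzyme and substrate and 100% = substrate only without enzyme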
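Measure: Control-normalized % inhibition with plate pattern correction | Test system: STEP phosphatase, cell-free reaction | Medium: pH 6.0 Bis-Tris with DTT and Tween 20 | Technique: Fluorescence, 480/540 nm | Times: Reaction 20 min, ambient temperature | Doses: Single compound dose of 20 µM, 1% DMSO final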
TbMetRS inhib = T. brucei MetRS inhibitors, primary screen, biochemical, luminescence; AID 624268, 2012; 360,000 compounds, 0.4% hits; inhibition, % at 11.9 µM; purified T. brucei MetRS, ATP depletion, Kinase-Glo luminescence;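 active = inhibition above a per-plate cutoff of the control wells' mean inhibition plus 3 SD, cut at about 5.5% in these data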;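 also: 0% = DMSO wells median and 100% = median of wells with control inhibitor compound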
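Assay system: T. brucei methionyl-tRNA synthetase, purified | Medium: HEPES buffer with MgCl2, KCl, DTT, spermine, BSA, pyrophosphatase | Compound: 11.9 µM single point | Incubation: 15 min enzyme-compound preincubation, 2 h reaction, 10 min detection, 25 °C | Measured by: Kinase-Glo luciferase luminescence reporting remaining unconsumed ATP | Measure: % inhibition normalized to control-well medians | Replication: Singlicate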
E coli Lon inh = inhibitors of E. coli Lon protease, primary screen, biochemical, fluorescence polarization; purified E. coli Lon protease; inhibition, % at 7.94 µM; 360,000 compounds, 0.42% hits; AID 602123, 2011; in the data active = inhibition above about 13%, passing the limit was not always enough;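 also: 0% = enzyme with probe and DMSO and 100% = no enzyme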
Target sequence (P0A9M0 whole entry, looked up): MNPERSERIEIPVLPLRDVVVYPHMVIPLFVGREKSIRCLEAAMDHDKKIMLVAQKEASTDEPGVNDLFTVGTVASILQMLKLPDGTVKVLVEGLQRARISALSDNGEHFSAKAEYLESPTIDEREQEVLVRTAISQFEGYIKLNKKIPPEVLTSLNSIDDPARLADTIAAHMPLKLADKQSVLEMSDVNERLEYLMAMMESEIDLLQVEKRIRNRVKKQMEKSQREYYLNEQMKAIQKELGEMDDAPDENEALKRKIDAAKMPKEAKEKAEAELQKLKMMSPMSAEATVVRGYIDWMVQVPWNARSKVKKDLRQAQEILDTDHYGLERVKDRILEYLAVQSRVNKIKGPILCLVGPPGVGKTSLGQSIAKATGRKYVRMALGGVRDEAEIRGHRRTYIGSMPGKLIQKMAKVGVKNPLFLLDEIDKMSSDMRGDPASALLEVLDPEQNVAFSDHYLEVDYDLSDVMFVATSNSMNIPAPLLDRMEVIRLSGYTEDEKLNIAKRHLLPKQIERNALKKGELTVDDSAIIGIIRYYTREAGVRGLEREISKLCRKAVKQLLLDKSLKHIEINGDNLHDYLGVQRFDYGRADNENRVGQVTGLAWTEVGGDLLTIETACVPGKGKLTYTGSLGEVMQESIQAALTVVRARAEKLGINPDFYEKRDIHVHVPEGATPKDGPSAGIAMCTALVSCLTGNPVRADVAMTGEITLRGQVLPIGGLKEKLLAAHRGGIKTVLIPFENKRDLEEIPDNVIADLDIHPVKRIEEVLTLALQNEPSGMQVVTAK
LMPTP block = LMPTP phosphatase inhibitors, primary screen, biochemical, fluorescence intensity, uHTS; Low molecular weight phosphotyrosine protein phosphatase (Homo sapiens), P24666; recombinant LMPTP-A, OMFP fluorogenic substrate; inhibition, % at 20 µM; 360,000 compounds, 0.22% hits;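 active = compounds that cut the enzyme signal by at least half of the control window in the single-dose screen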;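 also: plate controls were DMSO wells with enzyme plus substrate for no effect and substrate without enzyme for full effect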
Target sequence (P24666 whole entry, looked up): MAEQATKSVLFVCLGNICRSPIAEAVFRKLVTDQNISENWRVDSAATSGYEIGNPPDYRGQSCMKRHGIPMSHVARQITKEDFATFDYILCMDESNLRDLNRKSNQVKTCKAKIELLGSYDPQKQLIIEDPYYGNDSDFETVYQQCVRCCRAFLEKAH
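Test system: LMPTP-A phosphatase enzyme; input: 0.625 nM LMPTP-A final; reagent: OMFP substrate, 400 µM final; compound dosing: 20 µM single dose, 3% DMSO; incubation: 50 min dark incubation at room temperature; measured by: endpoint fluorescence intensity from OMFP dephosphorylation; measure: % inhibition relative to no-enzyme and uninhibited control wells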
MsrA act = bovine MsrA enzyme activators, primary screen, biochemical, absorbance, HTS; Methionine sulfoxide reductase A (Bos taurus); purified bovine MsrA, absorbance read-out; activation, % at 10.6 µM; 360,000 compounds, 0.3% hits; in the data active = activation above about 7.5%;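 also: 0% = vehicle and 100% = reference activator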
NRP1-CendR mod = modulators of CendR peptide binding to NRP-1, primary screen, biochemical, fluorescence polarization, uHTS; AID 602438, 2012; 360,000 compounds, 0.85% hits; FAM-RPARPAR peptide binding to NRP-1; inhibition, % at 25 µM;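 active = inhibition or corrected inhibition above about 18%, plus a signal ratio from 0.5 to 1.5, limit read from the data, passing the limit was not always enough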; also: strong numbers were not always called active
MsrA inhibitor = bovine MsrA enzyme inhibitors, primary screen, biochemical, absorbance, HTS; purified bovine MsrA, absorbance read-out; inhibition, % at 15.5 µM; Methionine sulfoxide reductase A (Bos taurus); AID 651718, 2012; 360,000 compounds, 0.75% hits; in the data active = inhibition above about 4.5%;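 also: 0% = vehicle wells with enzyme and 100% = reference inhibitor wells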
SUMO1 PPI mod = modulators of SUMO1 protein-protein interactions, primary screen, biochemical, uHTS; SUMO1 binding to a labelled peptide, TR-FRET, 1 h; inhibition, % at 20 µM; 360,000 compounds, 0.33% hits; AID 602429, 2012; in the data active = inhibition above about 37%
Target sequence (P63165 whole entry, looked up): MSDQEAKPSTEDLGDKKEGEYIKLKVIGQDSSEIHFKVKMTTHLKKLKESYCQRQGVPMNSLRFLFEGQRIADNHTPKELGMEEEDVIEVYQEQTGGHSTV
Scp1 inh = Scp-1 phosphatase inhibitors, primary screen, biochemical, colorimetric, uHTS | Carboxy-terminal domain RNA polymerase II polypeptide A small phosphatase 1 (Homo … | Recombinant Scp1, phosphopeptide, malachite green phosphate absorbance | inhibition, % at 20 µM | 340,000 compounds, 0.88% hits;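 active = inhibition above about 50% at 20 µM, limit read from the data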;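 also: plate controls were DMSO wells with enzyme for no effect and wells lacking enzyme for full effect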
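System: SCP-1 catalytic domain; Reagent: Phospho 17-mer peptide substrate; Doses: one concentration, 20 µM, with 1.0% DMSO; Incubation: 45 min room-temperature reaction, 5 min colour, 30 min stabiliser; Signal: Phosphate-binding colour reagent, absorbance read at 630 nm.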
Starred values were filed as active, the others as inactive; / = not tested or not shown.

| SMILES | DNMT1 inh | STEP block | TbMetRS inhib | E coli Lon inh | LMPTP block | MsrA act | NRP1-CendR mod | MsrA inhibitor | SUMO1 PPI mod | Scp1 inh |
| --- | --- | --- | --- | --- | --- | --- | --- | --- | --- | --- |
| CCOc1ccc(NC(=O)CN(C)C(=O)C2CC(=O)N(c3ccc4c(c3)OCCO4)C2)cc1OCC (stereo unspecified) | 1 | 0 | -0.1 | -17 | -11 | -2 | 7 | -1.5 | -21 | -10 |
| O=S(=O)(c1ccc(SCCO)nc1)N1CCCC1 | 2 | 2 | -0.3 | -3 | -0.9 | 4 | -10 | -0.7 | 0 | 0 |
| CCC(=O)OCCn1c(Br)nc2c1c(=O)[nH]c(=O)n2C | 1 | 1 | -0.8 | -9 | -0.9 | -5 | 1 | -0.6 | 0 | 0 |
| O=C(CCN1CCCCCC1)Nc1cccc(Cl)c1 | -7 | -2 | 0.9 | -9 | -2.4 | 0 | 6 | 0.2 | -4 | 6 |
| CCOC(=O)N1CCC(N2Cc3cccc(C(=O)NC(C)c4ccc5c(c4)OCCO5)c3C2=O)CC1 (stereo unspecified) | -1 | -2 | -0.8 | 4 | -0.4 | -6 | -4 | -0.3 | 8 | 0 |
| O=Cc1cn(CCC(=O)O)nc1-c1cccc(Br)c1 | 0 | 0 | -0.8 | -1 | 0.2 | -1 | 3 | -0.9 | -1 | 10 |
| COc1ccc(NC(=O)CCC(=O)N2CCC(c3ccccc3)=N2)cc1S(=O)(=O)N1CCCCC1 | 4 | 3 | -0.1 | 4 | -2.8 | 0 | 5 | 0.4 | -5 | -7 |
| COc1cccc(C(=O)c2ccccc2NC(C)=O)c1 | 1 | -2 | -0.1 | -12 | -0.8 | -2 | -6 | 0.0 | -1 | / |
| CCN(CC)C(=O)C1CCCN(Cc2nc(-c3cccs3)no2)C1 (stereo unspecified) | 1 | -3 | 1.5 | 5 | -2.2 | -5 | -5 | 0.1 | 1 | -5 |
| N#CC1=C(N)Oc2cc(O)c(Cl)cc2C1c1cccnc1 (stereo unspecified) | 10 | -1 | -0.8 | -57 | -5.3 | -12 | -51 | -1.2 | -18 | 18 |
| COC(=O)/C(=C\c1ccc([N+](=O)[O-])cc1)NC(=O)c1ccccc1 | 0 | -3 | -0.3 | 1 | -1.8 | -8 | 5 | 1.8 | -31 | 1 |
| O=C(/C=C/c1ccco1)NC(=S)Nc1ccccc1 | 1 | 0 | -0.3 | -11 | 0.7 | -4 | -19 | 3.7 | -11 | 1 |
| Cc1ccc(Nc2nnc(SCC3CCCCO3)s2)cc1 (stereo unspecified) | -2 | -2 | 1.1 | 2 | -0.7 | -2 | 4 | 0.8 | 6 | -7 |
| CCCCN(C)c1c(C)nc2ccc(C(=O)NCc3cccs3)cn12 | -2 | 2 | -0.3 | -2 | -0.1 | 2 | 0 | 2.3 | -2 | / |
| C[C@@]12C(=O)N(c3ccc(Cl)cc3)C(=O)N1[C@@H]1c3ccccc3OC[C@@H]1[C@H]2c1ccccc1 | 1 | 2 | -0.1 | -4 | 2.4 | -1 | 7 | 0.3 | -1 | -18 |
| C=CCc1c(C)[nH]c2c(OC)cccc2c1=S | -3 | 1 | 0.5 | 10 | 3.0 | -1 | 3 | 1.0 | -8 | -3 |
| CCCCN(C(=O)CC1CCCC1)c1c(N)n(CCCC)c(=O)[nH]c1=O | 5 | -2 | -0.4 | 7 | -1.3 | -1 | 4 | 0.3 | -5 | -5 |
| COc1ccc(-c2cc(C(=O)N/N=C/c3ccc(OC)c(COCC(F)(F)C(F)F)c3)c3ccccc3n2)c(OC)c1 | 8 | 2 | -0.2 | -5 | 4.1 | -4 | 0 | 4.4 | -7 | 0 |
| CCOc1cc(C(=S)N2CCCC2)ccc1O | 6 | 0 | -1.1 | 6 | -0.7 | -2 | 8 | 1.1 | 5 | -6 |
| CCOCCn1ccc2c(OCC(=O)NCc3ccccc3)cccc2c1=O | 2 | 0 | -0.4 | -14 | 0.2 | -3 | -2 | 0.4 | -6 | -6 |
| COC(=O)C(=C/C(C)=C/c1cccs1)C(=O)OC | -2 | -1 | -1.0 | -3 | 0.8 | -8 | -6 | 4.0 | 0 | -4 |
| COc1cccc(C(=O)N2CCCc3ccccc32)c1OC | 1 | 0 | -0.4 | -2 | -0.1 | -5 | 0 | 0.3 | -2 | / |
| COc1cc(SC#N)ccc1N=Cc1c(C)[nH]n(-c2ccc(C)cc2)c1=O | -19 | 0 | -1.0 | 8 | -1.1 | 0 | -34 | -0.5 | 7 | -2 |
| CCOC(=O)CCC(=O)NCc1ccc2c(c1)cc(C)n2C | -8 | -11 | -0.7 | 39* | 2.5 | 0 | 11 | 3.0 | -14 | -7 |
| O=C(Nc1nnc(COc2ccccc2)s1)Nc1ccccc1F | 6 | 3 | 0.7 | 4 | -1.2 | 0 | -11 | -1.0 | 3 | -7 |
| C=CCn1c(SCc2nc3cc(C(=O)OC)ccc3c(=O)[nH]2)nc2sc(CC)cc2c1=O | 14 | -1 | 0.3 | 4 | -0.2 | -1 | -15 | -1.5 | -4 | -2 |
| O=c1[nH][nH]c(-c2ccccc2)c1-c1ccccc1 | 1 | 1 | 0.1 | 4 | -0.4 | -2 | 6 | -0.9 | 9 | -21 |
| CN(C(=O)c1ccc2c(c1)OCO2)C1(C)CCS(=O)(=O)C1 (stereo unspecified) | 0 | -2 | -0.6 | -6 | 1.0 | -6 | 18 | 0.5 | 2 | -1 |
| CCC(=O)c1ccc(OCC(O)CN(C)C2CCCCC2)cc1 (stereo unspecified) | 2 | -2 | -1.9 | -7 | 0.7 | -10 | 9 | 0.8 | 0 | 3 |
| CCCn1c(=O)c(C(=O)Nc2ncccc2O)c(O)c2ccccc21 | -6 | 4 | -0.4 | -1 | 4.3 | -2 | 6 | 0.4 | -7 | -2 |
| O=C1OCC/C1=C\c1ccccc1O | 2 | 2 | 0.1 | -3 | -0.9 | -1 | 2 | 0.5 | -8 | -6 |
| CC1(C(=O)NCc2ccccc2)CCC(=O)N1CC(F)(F)F (stereo unspecified) | -6 | -3 | -0.4 | 0 | -0.9 | -2 | 10 | -0.4 | 1 | / |
| Clc1ccc(C2=NNC(=NCc3ccc4c(c3)OCO4)SC2)cc1 | -25 | 5 | -0.6 | -10 | 2.7 | -2 | 4 | 1.3 | 1 | -2 |
| COc1ccc(C#CC2=CC(=O)CC(C)(C)C2)cc1 | 3 | 1 | -0.6 | 1 | 1.4 | -1 | -5 | 2.4 | -27 | / |
| O=C(CCN1CCN(c2ccccc2)CC1)Nc1ccc(OCc2ccccc2)cc1 | 9 | 1 | -1.3 | -13 | -1.2 | -10 | 4 | 0.7 | -3 | 14 |
| COc1cc2cnc(-c3ccccc3)c(-c3ccc(C(F)(F)F)cc3)c2cc1OC | -5 | -4 | 0.0 | 3 | 2.7 | -2 | 6 | -0.3 | 9 | 18 |
| CC(=O)NC(c1cccc(F)c1)c1nc(-c2ccc3ccccc3c2)cs1 (stereo unspecified) | -6 | -1 | -0.1 | -12 | 2.4 | -3 | -3 | 0.9 | -12 | / |
| Cc1ccc(-n2nc(C(=O)O)nc2-c2ccccc2)cc1 | 8 | -2 | -0.9 | 2 | -0.6 | -2 | 6 | 0.4 | 9 | -3 |
| Cc1cc(C)cc(N(C(=O)c2ccco2)C(C(=O)NC2CCCC2)c2ccncc2)c1 (stereo unspecified) | 11 | -6 | -1.0 | -2 | -0.5 | -11 | 2 | 0.4 | 1 | 1 |
| Cc1nc2sc3c(c2c(=O)[nH]1)CCCC3 | 3 | 2 | 0.1 | 9 | 1.7 | -1 | 10 | -0.6 | -3 | -4 |
| O=Cc1ccc(O)c2ncccc12 | -2 | 0 | -0.8 | -2 | 3.6 | -9 | 9 | / | -18 | 6 |
| CC(C)NC(=O)C1CCN(C2CCN(C(=O)/C=C/c3cccs3)CC2)CC1 | 2 | 5 | -1.0 | -9 | 0.7 | -6 | -8 | 1.6 | -5 | -5 |
| O=C(Nc1ccccc1)n1cc(-c2ccccn2)c(N2CCOCC2)n1 | 0 | -3 | -0.1 | -1 | -1.6 | -7 | 6 | 1.0 | 4 | -1 |
| CC1CCCC(N2CCN(C(=O)c3cccc(F)c3)CC2)C1 (stereo unspecified) | 0 | 2 | -0.8 | -3 | -2.5 | -8 | 6 | -1.0 | 4 | -8 |
| COc1cc(C(=O)N/N=c2/sc3ccccc3n2C)cc(OC)c1OC | 0 | -3 | 0.6 | 0 | -0.4 | -2 | -6 | 1.2 | 4 | -2 |
| COc1ccc(CN2CCN(c3cccc(C)c3C)CC2)cc1OC | 0 | -8 | -0.1 | -7 | -2.1 | -1 | -2 | 0.1 | 1 | 3 |
| COCc1cc(C)nc(SCC(=O)Nc2cccc(C)c2C)c1C#N | 5 | -2 | -0.8 | -1 | -0.5 | -1 | -2 | 0.3 | 4 | -7 |
| CC(C)c1ccc(S(=O)(=O)N2CCN(CC(=O)Nc3ccc4c(c3)OCO4)CC2)cc1 | -9 | -5 | -1.2 | -3 | -0.2 | -5 | -18 | -0.8 | 1 | -7 |
| CCCCc1ccc(/C(C)=N/Nc2cc(N3CCOCC3)nc(C)n2)cc1 | 11 | 0 | -0.8 | -6 | 4.1 | -1 | -10 | 1.2 | -1 | -9 |

Arranged by formula weight (smallest number first): 3 of the compounds above
| SMILES | DNMT1 inh | STEP block | TbMetRS inhib | E coli Lon inh | LMPTP block | MsrA act | NRP1-CendR mod | MsrA inhibitor | SUMO1 PPI mod | Scp1 inh |
| --- | --- | --- | --- | --- | --- | --- | --- | --- | --- | --- |
| O=C(CCN1CCCCCC1)Nc1cccc(Cl)c1 | -7 | -2 | 0.9 | -9 | -2.4 | 0 | 6 | 0.2 | -4 | 6 |
| COC(=O)/C(=C\c1ccc([N+](=O)[O-])cc1)NC(=O)c1ccccc1 | 0 | -3 | -0.3 | 1 | -1.8 | -8 | 5 | 1.8 | -31 | 1 |
| CCOc1ccc(NC(=O)CN(C)C(=O)C2CC(=O)N(c3ccc4c(c3)OCCO4)C2)cc1OCC (stereo unspecified) | 1 | 0 | -0.1 | -17 | -11 | -2 | 7 | -1.5 | -21 | -10 |
